Compound activity from PubChem BioAssay.
Tau fibril FP: qHTS for Inhibitors of Tau Fibril Formation, Fluorescence Polarization; Microtubule-associated protein tau (Homo sapiens), P10636; K18 P301L tau heparin fibrillization, Alexa594 FP, 6 h; Potency, µM (highest dose often 57.7 µM), inactives show top-dose activity, negative = inhibition, hits mostly inhibitors; actives 0.39% (n = 280,000); note: nearly all actives have a fitted effect of over 55% in size
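K18 P301L tau (15 uM unlabeled/0.24 uM Alexa 594-labeled, final) + compound + heparin 20 uM final; 100 mM NaOAc pH 7; 6 hr 37 C; ThT 30 uM final added, 1 hr RT; FP ex 555/em 632 nm.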
L3MBTL1 inh: qHTS Assay for the Inhibitors of L3MBTL1. actives 0.66% (n = 230,000). Lethal(3)malignant brain tumor-like protein 1 (Homo sapiens), Q9Y468. AID 485360, 2010. AlphaScreen L3MBTL1–H3K9me1 peptide binding. Potency, µM (titrated, usually from 57.1 µM), for inactives: at the top dose activity, negative = inhibition, actives largely listed as inhibitors; note: nearly all actives have a fitted effect of over 60% in size
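AlphaScreen proximity signal between nickel-chelate acceptor and streptavidin donor beads (final 10 ug/mL) reports binding of 50 nM L3MBTL1 to 75 nM biotin-H3 K9me1 peptide; complex incubated with compounds 30 min at room temperature; cefsulodin titration as control.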
JMJD2E inh: qHTS Assay for Inhibitors of Human Jumonji Domain Containing 2E (JMJD2E). Lysine-specific demethylase 4E (Homo sapiens), B2RXH2. JMJD2E catalytic domain, FDH-coupled NADH fluorescence (FDH is formaldehyde dehydrogenase). Potency, µM (series often up to 57.1 µM), for the others: at the top dose activity change, negative = inhibition, hits mostly inhibitors. actives 1.6% (n = 230,000). AID 2147, 2009; active = well fitted inhibition curve with a large enough effect, not every such curve was filed as active; inconclusive = small, poorly fitted or top-dose-only effect, or another doubt; inactive = no such curve, though single readings can be large or run the other way;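 note: 0% = wells with enzyme and -100% = buffer wells without enzyme; nearly all actives have a fitted effect of over 50% in size; many of its hits are not listed in these tables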
TexasRed fluor: Total Fluorescence Counterscreen for Inhibitors of the Interaction of Thyroid Hormone Receptor and Steroid Receptor Coregulator 2. Potency, µM (top dose mostly 106 µM), inactives show top-dose fluorescence change, negative = quenching. TRb/SRC2 Texas Red total fluorescence interference. actives 0.29% (n = 280,000); active = well fitted curve in either direction with a large enough effect; inconclusive = small, poorly fitted or top-dose-only effect
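Flags fluorescent or light-absorbing compounds by total fluorescence, S + 2P, at 555 nm excitation and 632 nm emission. Mixture: 20 nM Texas Red SRC2 peptide, 0.6 uM human TRb LBD, 1 uM T3, 5% DMSO; compound exposure 5 h at ambient temperature.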
RECQ1 helicase: qHTS Assay for Inhibitors of RecQ-Like Dna Helicase 1 (RECQ1). ATP-dependent DNA helicase Q1 (Homo sapiens), P46063. Potency, µM (highest dose often 57.3 µM), for inactives: at the highest dose activity, negative = inhibition, hits mostly inhibitors. RECQ1 DNA unwinding, red fluorescence kinetic read. AID 2549, 2010. actives 0.54% (n = 240,000);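 note: plate controls were vehicle for no effect and no enzyme for full effect; nearly all actives have a fitted effect of over 30% in size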
Target sequence (P46063 whole entry, looked up): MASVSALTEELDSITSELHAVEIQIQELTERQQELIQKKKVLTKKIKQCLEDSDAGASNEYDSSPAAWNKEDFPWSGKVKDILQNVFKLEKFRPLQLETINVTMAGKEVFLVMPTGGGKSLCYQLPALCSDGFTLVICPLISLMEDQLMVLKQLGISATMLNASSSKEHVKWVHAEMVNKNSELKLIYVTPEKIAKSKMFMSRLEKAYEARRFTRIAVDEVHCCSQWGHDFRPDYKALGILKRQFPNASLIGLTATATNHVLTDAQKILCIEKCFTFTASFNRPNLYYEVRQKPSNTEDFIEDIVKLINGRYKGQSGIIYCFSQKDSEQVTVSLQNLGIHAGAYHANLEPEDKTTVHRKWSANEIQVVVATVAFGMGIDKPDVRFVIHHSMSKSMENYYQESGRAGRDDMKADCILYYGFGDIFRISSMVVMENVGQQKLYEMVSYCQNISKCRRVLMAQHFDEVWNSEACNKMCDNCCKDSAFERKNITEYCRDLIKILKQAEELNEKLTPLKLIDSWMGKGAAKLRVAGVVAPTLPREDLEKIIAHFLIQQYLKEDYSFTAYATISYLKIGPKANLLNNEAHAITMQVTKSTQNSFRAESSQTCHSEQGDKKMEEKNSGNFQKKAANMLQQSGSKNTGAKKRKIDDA
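50 nM RECQ1T1 preincubated 15 min with compound in Tris pH 8.0 buffer with MgCl2, DTT, Tween-20 and 2.5 ug/ml poly(dI-dC); started with 200 nM TAMRA/BHQ-2 forked duplex and 2 mM ATP. Unwinding read as fluorescence (525/598 nm), two reads 2 h apart.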
RGS12 GoLoco inh: qHTS Assay for Inhibitors of RGS12 GoLoco Motif Activity (Red Fluorophore) | Guanine nucleotide-binding protein G(i) subunit alpha-1 (Homo sapiens), P63096 | Potency, µM (highest dose often 61.6 µM), for the others: at the top dose activity, negative = inhibition, usual class: inhibitors | actives 0.44% (n = 230,000) | AID 880, 2007 | Gai1:RGS12 GoLoco peptide FP, rhodamine, 10 min; active = well fitted inhibition curve with a large enough effect, not every such curve was filed as active; inactive = no such curve, though single readings can be large or run the other way; note: nearly all actives have a fitted effect of over 30% in size; many of its hits are not listed in these tables
Target sequence (P63096 whole entry, looked up): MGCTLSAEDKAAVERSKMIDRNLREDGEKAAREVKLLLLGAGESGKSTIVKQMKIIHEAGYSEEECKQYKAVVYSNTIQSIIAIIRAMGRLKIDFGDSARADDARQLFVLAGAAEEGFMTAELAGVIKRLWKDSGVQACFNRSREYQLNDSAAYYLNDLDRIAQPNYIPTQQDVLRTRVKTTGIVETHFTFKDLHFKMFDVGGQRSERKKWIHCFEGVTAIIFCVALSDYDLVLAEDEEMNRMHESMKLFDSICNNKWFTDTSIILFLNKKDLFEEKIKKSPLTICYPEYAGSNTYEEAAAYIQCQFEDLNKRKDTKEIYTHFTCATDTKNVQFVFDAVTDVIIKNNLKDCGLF
Tau fibril ThT: qHTS for Inhibitors of Tau Fibril Formation, Thioflavin T Binding; Microtubule-associated protein tau (Homo sapiens), P10636; recombinant tau K18 P301L (four-repeat tau fragment), heparin-induced fibrillization, ThT fluorescence; Potency, µM (doses to about 57.4 µM), without a hit: at the top dose activity, negative = inhibition, most hits filed as inhibitors; actives 2.1% (n = 270,000); AID 1460, 2008; note: nearly all actives have a fitted effect of over 55% in size
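Recombinant human tau K18 fragment […] carrying P301L, 15 uM unlabeled plus 0.24 uM Alexa 594-labeled, was fibrillized with 20 uM heparin in 100 mM sodium acetate pH 7 for 6 hr at 37 C; 30 uM ThT fluorescence read after 1 hr.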
TRb SRC2 PPI: qHTS for Inhibitors of the Interaction of Thyroid Hormone Receptor and Steroid Receptor Coregulator 2. AID 1469, 2008. TRbeta-SRC2 peptide binding, fluorescence polarization; receptor liganded with 1 µM T3. Potency, µM (series often up to 106 µM), for inactives: at the highest dose activity change, negative = inhibition, usual class: inhibitors. actives 0.065% (n = 280,000);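 note: plate controls were bound peptide for no effect and peptide without receptor for full effect; nearly all actives have a fitted effect of over 50% in size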
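Polarization signal, normalized between peptide-alone and full complex controls, measured compound effects on T3-liganded human TRb LBD (0.6 uM) binding 20 nM Texas Red SRC2 peptide after 5 hr.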
Starred values were filed as active, the others as inactive; i = inactive; ? = inconclusive; · = no result given; [ ] = remark or other dose. Unless noted, calls come from the whole dose curve; as a rule, active = well fitted curve in the direction sought with a large enough effect; inconclusive = small, poorly fitted or top-dose-only effect, or another doubt; inactive = no such curve, though single readings can be large; an effect the other way counts as inactive or inconclusive. Unless noted, % is set by controls: 0 for no effect and ±100 for the full control effect; potency is the fitted concentration of half-maximal effect. Some of the compounds tested, so the mix of outcomes need not match the whole.

SMILES	Tau fibril FP	L3MBTL1 inh	JMJD2E inh	TexasRed fluor	RECQ1 helicase	RGS12 GoLoco inh	Tau fibril ThT	TRb SRC2 PPI
CCN(CC)CCC(c1ccc(N(C)C)cc1)c1c(OC)cc(OC)c2ccc(=O)oc12 (centres undefined)	4.4%	·	?	-7.0%	-3.6%	-15.3%	-15.9%	6.1%
Cn1c(CNS(=O)(=O)c2ccc(Br)cc2)n[nH]c1=S	-3.6%	6.6%	-2.1%	-3.4%	-8.0%	0.8%	-0.2%	-0.7%
CC(C)c1cccc(C(C)C)c1NC(=O)COC(=O)c1ccc2c(c1)S(=O)(=O)c1ccccc1C2=O	5.3%	-4.8%	-4.1%	0.5%	-7.0%	3.3%	-6.3%	-13.7%
O=C(COC(=O)c1cc(-c2ccco2)nc2ccccc12)NCc1ccc2c(c1)OCO2	?	?	?	-5.1%	-6.5%	2.3%	-16.8%	1.0%
O=C(COC(=O)Cc1ccc(Br)cc1)NC1CCCCCC1	-0.7%	·	0.0%	-0.9%	-3.8%	0.6%	-15.3%	-4.6%
Oc1cccc(Nc2nc(NCC3CCCO3)c3ccccc3n2)c1 (centres undefined)	-4.7%	-1.6%	-20.2%	-6.1%	?	8.0%	-15.4%	11.7%
CN(C)CCNC(=O)c1ccc(Cn2c(=O)c3cccn3c3cccnc32)cc1	1.4%	·	·	-0.7%	·	·	-4.3%	3.2%
Cc1ccc(C(=O)COC(=O)C2CC(=O)N(c3nc(-c4ccccc4)cs3)C2)cc1C (centres undefined)	?	·	2.5%	0.0%	-6.1%	12.5%	-17.0%	-2.9%
COc1ccc(NC(=O)c2cccc(-n3c(C)ccc3C)c2)c(OC)c1	-8.6%	-6.0%	0.7%	-0.1%	-2.2%	286.8%[activator]	?	-8.8%
CN1CCN(S(=O)(=O)c2ccc(N3CCN(S(=O)(=O)c4cccs4)CC3)nc2)CC1	3.3%	·	-1.8%	-3.3%	-8.0%	6.8%	-12.3%	-13.8%
Cc1ccc(NC2Nc3cc(C)nn3S2)c(C)c1 (centres undefined)	0.4%	·	-6.1%	0.9%	-2.8%	-0.3%	-1.5%	7.4%
COc1ccc(Br)cc1S(=O)(=O)Nc1cc(-c2cn3ccccc3n2)ccc1C	?	·	·	-1.4%	·	·	15.2%	-3.2%

Some entries already given, showing only TRb SRC2 PPI and TexasRed fluor:
compound	TRb SRC2 PPI	TexasRed fluor
CN(C)CCNC(=O)c1ccc(Cn2c(=O)c3cccn3c3cccnc32)cc1	3.2%	-0.7%
O=C(COC(=O)c1cc(-c2ccco2)nc2ccccc12)NCc1ccc2c(c1)OCO2	1.0%	-5.1%
Cn1c(CNS(=O)(=O)c2ccc(Br)cc2)n[nH]c1=S	-0.7%	-3.4%

New compounds follow
SMILES	Tau fibril FP	L3MBTL1 inh	JMJD2E inh	TexasRed fluor	RECQ1 helicase	RGS12 GoLoco inh	Tau fibril ThT	TRb SRC2 PPI
CCCCn1cc(S(=O)(=O)c2ccc(C)c(C)c2)c(=O)c2cc(F)c(N3CCCC(C)C3)cc21 (centres undefined)	9.7%	·	·	-16.6%	·	·	-0.7%	3.9%
COc1ccc(C(=O)N2CCC(c3ccccc3)CC2)c(OC)c1OC	4.0%	?	-1.3%	-4.2%	-11.8%	8.4%	-2.8%	-5.3%
O=C(CCCn1c(=O)c2cccn2c2ccc(F)cc21)NCCc1ccccc1	-6.9%	·	·	?	·	·	-5.6%	-1.0%
CCCCn1c2nc3ccccc3nc2c2c(=O)n(CCC)cnc21	-3.4%	-1.6%	?	1.5%	0.0%	16.1%	-14.3%	5.4%
CCN(CC)CCN1C(=O)C(=O)/C(=C(/O)c2c(C)[nH]c(C(=O)OC)c2C)C1c1ccco1 (centres undefined)	1.0%	2.9%	-12.4%	-2.9%	i	-2.4%	-17.7%	-6.6%
Nn1c(SCc2nc3ccccc3[nH]2)nnc1-c1cccnc1	2.2%	-0.4%	3.7%	-1.5%	-0.1%	2.8%	-8.0%	-2.9%
CCC(=O)NC(c1ccccc1Cl)c1c(O)ccc2ccccc12 (centres undefined)	8.7%	-8.0%	?	0.7%	-2.0%	11.8%	-2.0%	-21.9%
O=C(O)CC(CC(=O)Nc1ccc(C(=O)O)cc1)c1ccccc1 (centres undefined)	-2.6%	10.4%	7.8%	-0.3%	i	-7.9%	-4.1%	8.5%
COC(=O)c1cnn(-c2ccccc2)c1C(OC)OC	-1.4%	7.7%	6.9%	-3.1%	-10.1%	1.8%	-1.2%	1.5%
COc1ccc(C(=O)Cc2ccc(OC)c(OC)c2)cc1	-6.0%	·	-3.7%	-6.1%	i	6.1%	-0.6%	-3.4%
O=C(COc1ccccc1)NCc1n[nH]c(=S)n1-c1ccccc1	3.8%	·	-10.8%	0.2%	-0.3%	-0.7%	-6.7%	-6.3%
CC(C)C(=O)N1CCC(CN=Cc2c(O)n(C3CCCCC3)c(=O)n(C3CCCCC3)c2=O)CC1	-3.4%	-9.5%	0.1%	-4.1%	-10.0%	-4.6%	-11.3%	4.2%
COc1cc2[nH]c(=O)n(CCC(=O)N3CCN(c4cccc(C)c4C)CC3)c(=O)c2cc1OC	-5.8%	0.4%	7.1%	-1.8%	-5.5%	-0.6%	?	4.0%
CC(=O)C(Cc1ccccc1)NC(=O)CN1CCc2ccccc2C1 (centres undefined)	5.9%	6.7%	3.5%	-1.2%	-15.0%	5.5%	4.4%	5.8%
Cc1cccc(C)c1NC(=O)COC(=O)CSc1nnc(N)s1	-0.5%	-7.9%	-2.4%	-1.9%	-8.5%	11.8%	-5.2%	-7.9%
CN(C)C(=O)Cn1c(SCC(=O)Nc2ccc3c(c2)OCO3)nc2ccccc21	-6.7%	5.9%	3.9%	-0.5%	-0.4%	6.1%	-9.7%	-3.2%
COc1ccc(CNC(=O)c2cnn(-c3ccc(C)cc3)c2-n2cccc2)cc1OC	-0.4%	·	·	-7.1%	·	·	-17.1%	0.6%
O=C(NC1CCCCC1NC(=O)c1cccs1)c1cccs1 (centres undefined)	6.7%	5.7%	-1.4%	-2.6%	-3.4%	-5.9%	3.2%	-1.2%
O=C(c1ccccc1F)N(Cc1nc2ccccc2c(=O)[nH]1)C1CCCC1	2.5%	1.6%	2.4%	-3.5%	-1.6%	5.0%	-5.9%	0.1%
O=C(Nc1ccccc1)c1snc2c(=O)[nH]cnc12	-1.6%	7.9%	3.6%	-6.9%	i	3.8%	-12.2%	5.9%
CCNC(=O)CC1SC(=Nc2ccccc2C)N(C)C1=O (centres undefined)	-2.5%	0.7%	-3.5%	12.1%	-5.5%	10.9%	-1.7%	?
CCc1cccc(C)c1NC(=O)CCS(=O)(=O)c1ccc2c(c1)oc(=O)n2C	?	·	·	-6.3%	·	·	-14.3%	0.1%
CCOC(=O)c1c(N)sc(C(=O)N(C)C)c1CN1CCOCC1	-0.5%	·	-0.3%	-7.3%	i	-7.7%	0.1%	-0.3%
COc1ccccc1N1CCN(C(=O)C(OC(C)=O)c2ccccc2)CC1 (centres undefined)	4.7%	·	2.3%	1.7%	-4.8%	-7.1%	-13.0%	-2.9%
CCN(CC)C(=O)Oc1ccc2c(=O)c(-c3ccc(OC)cc3)coc2c1	4.6%	3.1%	-0.3%	1.3%	11.6%	-3.5%	?	-4.1%
CCOC(=O)CSc1ccc(-c2nc3ccccc3[nH]2)cn1	-4.0%	·	?	-0.5%	-1.4%	0.9%	-19.5%	-9.4%
COc1ccc(N2CC(C(=O)Nc3nnc(SCc4ccccn4)s3)CC2=O)cc1 (centres undefined)	-3.7%	5.0%	-9.1%	-12.1%	-6.1%	-29.5%	?	4.8%
CCOC(=O)/C(=C/c1ccc(OC)cc1)NC(=O)c1ccco1	5.5%	7.3%	-0.3%	-2.5%	-2.7%	-1.3%	4.7%	1.8%
Cc1cccc(-c2noc(CCc3ccccc3)n2)c1	-5.5%	80.8%[activator]	-0.9%	6.3%	-17.6%	3.2%	-13.0%	-1.7%
Cn1c(SCC(=O)N2c3ccccc3Sc3ccccc32)nc2ccccc21	1.4%	-12.7%	-7.3%	-1.6%	-2.3%	7.3%	-18.1%	-1.1%
COc1ccc(/C=C/C(=O)N(CC(C)C)CC(C)C)cc1Br	8.5%	6.8%	-4.9%	1.4%	-11.1%	3.6%	-9.8%	5.8%
Cc1cc(-c2ccccc2C(=O)NCc2ccccc2)on1	0.8%	1.1%	10.9%	-4.5%	-12.1%	-0.6%	-0.2%	6.8%
CCOC(=O)C(NC(=O)c1ccc(OC)cc1)(N1CCCC1=O)C(F)(F)F (centres undefined)	-0.8%	4.2%	-4.3%	-0.3%	0.6%	2.4%	1.9%	-2.7%
COc1ccc(S(=O)(=O)NCc2ccc3c(c2)CCN3C(=O)c2ccccc2)cc1OC	-0.2%	·	·	-1.4%	·	·	-0.7%	-5.2%
COc1ccccc1CNc1ncnc2c1cnn2-c1ccc(C)cc1	-9.3%	·	·	-1.0%	·	·	4.4%	0.6%
Fc1ccc(CSc2ncnc3scc(-c4ccccc4)c23)cc1	9.2%	33.0%[activator]	3.1%	0.4%	5.0%	6.5%	-3.0%	-2.6%
Cc1csc(NC(=O)c2cncc(Br)c2)n1	-4.1%	-21.9%	?	-1.4%	i	7.0%	-3.1%	8.7%
